High-throughput results from PubChem BioAssay.
Rac1 act GTP bind = GTP binding modulators of activated mutant Rac1, primary screen, biochemical, bead-based flow cytometry, multiplex, fluorescent GTP; GST-Rac1 activated beads; actives lie on both sides; 100% means binding = to untreated wells; percent activity (GTP binding), % at 10 µM; AID 764, 2007; 0.11% of 190,000 active;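 active means GTP binding at least 20 percentage points away from the 100% baseline, in either direction, so actives lie on both sides; inconclusive means Compound likely fluorescent itself, or too few beads counted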
Rab2 wt GTP = modulators of GTP binding to Rab2A wildtype, primary screen, biochemical, dog, bead-based flow cytometry, multiplex; Ras-related protein Rab-2A (Canis lupus familiaris), P61105; GST-Rab2 wt beads, Bodipy-GTP binding; GTP binding activity, % at 10 µM; 0.19% of 190,000 active;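 active means GTP binding activity at least 20 points away from 100%, either lowered or raised; inconclusive means signal likely due to the compound's own green fluorescence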;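 further: 0% = beads with excess unlabeled GTP and 100% = no-compound control corrected for plate trend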
Pf gametocyte = late stage P. falciparum gametocyte viability inhibitors, primary screen, ATP luminescence, HTS; 0.065% of 150,000 active; inhibition, % at 10.9 µM; P. falciparum stage V gametocytes, 24 h; AID 743093, 2013;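 active means inhibition above the mean plus 3 SD of compounds within the control limits, set per campaign, cut at about 38% in these data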;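 further: 0% = DMSO wells and 100% = medium only without gametocytes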
ABCG2 block = ABCG2 efflux pump inhibitors, primary screen, multiplex with ABCB1, IgMXP3 cells, flow cytometry | Broad substrate specificity ATP-binding cassette transporter ABCG2 (Homo sapiens), Q9UNQ0 | JC-1 efflux | inhibition, % at 6.6 µM | 0.1% of 190,000 active | AID 1325, 2008;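 active means inhibition above 80%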;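 further: 0% = DMSO and 100% = nicardipine control wells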
Target sequence (Q9UNQ0 whole entry, looked up): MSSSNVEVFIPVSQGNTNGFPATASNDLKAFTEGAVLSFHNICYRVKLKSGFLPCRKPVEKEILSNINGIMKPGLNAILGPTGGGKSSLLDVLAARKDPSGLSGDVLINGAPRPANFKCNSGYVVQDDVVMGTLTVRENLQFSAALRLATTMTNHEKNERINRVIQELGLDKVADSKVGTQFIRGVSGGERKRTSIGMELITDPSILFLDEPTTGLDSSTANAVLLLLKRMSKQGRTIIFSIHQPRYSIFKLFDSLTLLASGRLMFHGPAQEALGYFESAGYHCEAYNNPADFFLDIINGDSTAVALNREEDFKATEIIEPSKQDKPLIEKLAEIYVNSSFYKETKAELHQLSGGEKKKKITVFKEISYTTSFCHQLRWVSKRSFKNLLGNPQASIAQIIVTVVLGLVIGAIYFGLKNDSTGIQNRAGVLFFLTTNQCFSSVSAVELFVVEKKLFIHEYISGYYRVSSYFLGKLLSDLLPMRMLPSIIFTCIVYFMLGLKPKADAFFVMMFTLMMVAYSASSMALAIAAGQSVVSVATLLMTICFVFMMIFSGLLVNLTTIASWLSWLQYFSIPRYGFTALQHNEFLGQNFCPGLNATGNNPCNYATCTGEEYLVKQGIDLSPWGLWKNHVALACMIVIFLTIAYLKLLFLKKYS
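material = IgMXP3 (ABCG2) plus far-red-tagged CCRF-Adr (ABCB1) cells | amount = 3 million cells/mL, equal mix of both lines | also added = JC-1 transporter substrate | dosing = one concentration, 6.6 µM final | schedule = 10 min at 25 °C | measured by = flow cytometric JC-1 green MFI at 530 nm | read-out basis = percent efflux inhibition, scaled nicardipine 100% to DMSO 0%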
Cdc42 wt = modulators of GTP binding to wildtype Cdc42, primary screen, biochemical, multiplex bead flow cytometry, Bodipy-GTP | Cell division control protein 42 homolog (Homo sapiens), P60953 | GST-Cdc42 beads; actives lie on both sides | percent activity (GTP binding), % at 10 µM | 0.2% of 190,000 active | AID 761, 2007;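 active means percent activity GTP binding at least 20 points away from the 100% baseline, either down as inhibitor or up as activator; inconclusive means compound flagged as likely green fluorescent from well-wide comparison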;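 further: median bead fluorescence of bound Bodipy-FL-GTP at 100 nM; 0% = excess unlabeled GTP control and 100% = no compound control; below 100% means less GTP binding so inhibitor and above means activator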
Target sequence (P60953 whole entry, looked up): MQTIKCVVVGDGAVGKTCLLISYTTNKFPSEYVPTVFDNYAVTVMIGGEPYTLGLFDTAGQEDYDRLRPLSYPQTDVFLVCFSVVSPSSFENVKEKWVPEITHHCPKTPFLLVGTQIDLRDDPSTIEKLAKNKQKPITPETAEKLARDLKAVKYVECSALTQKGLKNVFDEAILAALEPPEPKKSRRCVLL
Avidin fluor = green autofluorescence of compounds with avidin beads – biophysical, 488/530 nm, flow cytometry, artefact control, profiling panel | compound fluorescence 488/530 nm; active compounds read high | fluorescence (KMESF) at 10 µM | 0.38% of 220,000 active; in the data active means fluorescence above about 47; further: inactives centre near 10
HRas wt GTP bind = modulators of GTP binding to HRas wildtype, primary screen, biochemical, bead-based flow cytometry, multiplex; GST-Ras wt beads, Bodipy-FL-GTP binding; actives lie on both sides; GTP binding activity, % at 10 µM; GTPase HRas (Homo sapiens), P01112; 0.14% of 190,000 active;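 active means GTP binding activity at least 20% away from the 100% baseline, either lowered as inhibitor or raised as activator; inconclusive means flagged as likely green fluorescent, judged across all proteins in the well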;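 further: 0% = unlabeled GTP competition control and 100% = no-compound control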
Target sequence (P01112 whole entry, looked up): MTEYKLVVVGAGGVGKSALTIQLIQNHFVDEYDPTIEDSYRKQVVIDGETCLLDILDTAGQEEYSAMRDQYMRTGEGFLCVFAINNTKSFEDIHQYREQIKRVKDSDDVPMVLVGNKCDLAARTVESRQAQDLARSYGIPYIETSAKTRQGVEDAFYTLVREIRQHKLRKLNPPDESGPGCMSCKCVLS
ABCB1 block = ABCB1 efflux pump inhibitors, primary screen, cell-based, multiplex, flow cytometry, ABCG2 counter-screen. CCRF-Adr cells, JC-1 efflux. inhibition, % at 6.6 µM. AID 1326, 2008. ATP-dependent translocase ABCB1 (Homo sapiens), P08183. 0.067% of 190,000 active; in the data active means inhibition above about 40%;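 further: 0% = vehicle and 100% = reference inhibitor; higher value means more JC-1 retained so stronger ABCB1 efflux block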
Rab7 wt GTP bind = modulators of GTP binding to Rab7, primary screen, biochemical, wildtype, multiplex bead flow cytometry; Rab7 GTPase wild type (dog), Bodipy-FL-GTP binding; GST-Rab7 beads, fluorescent GTP binding; actives lie on both sides; untreated = 100%, excess cold GTP = 0%; GTP binding activity (percent of control), % at 10 µM; 0.055% of 190,000 active;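 active means fluorescent GTP binding to Rab7 beads changed by at least 20 points from the 100% baseline, either direction, mostly lower; inconclusive means compound itself probably fluorescent, or too few beads counted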;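 further: median green fluorescence of bound Bodipy-FL-GTP per Rab7 bead population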
Mcl1-Noxa inh = Mcl-1/Noxa binding inhibitors, primary screen, biochemical, TR-FRET, 1536-well. Induced myeloid leukemia cell differentiation protein Mcl-1 (Homo sapiens), Q07820. TR-FRET Mcl-1/Noxa peptide binding, 2 h. inhibition, % at 21.7 µM. 1.5% of 220,000 active;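 active means compounds that cut the protein-peptide binding signal by more than 50% relative to plate controls in a single-dose test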;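 further: His-tagged Mcl-1 with rhodamine Noxa BH3 peptide and terbium anti-His antibody; 0% = Mcl-1 plus Noxa peptide wells and 100% = peptide-only wells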
Rac1 wt modul = wildtype Rac1 GTP binding modulators, primary screen, biochemical, GST-Rac1 beads, flow cytometry, multiplex; AID 757, 2007; fluorescent GTP binding; actives lie on both sides; 0 = cold GTP competed, 100 = untreated; 0.27% of 190,000 active; Ras-related C3 botulinum toxin substrate 1 (Homo sapiens), P63000; GTP binding activity (% of control), % at 10 µM;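 active means GTP binding activity at least 20 points away from the 100% control level, either lower or higher; inconclusive means compound flagged as likely green fluorescent, judged across all proteins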
Active calls of the source: *; ? = inconclusive; · = not tested or not shown.

SMILES	Rac1 act GTP bind	Rab2 wt GTP	Pf gametocyte	ABCG2 block	Cdc42 wt	Avidin fluor	HRas wt GTP bind	ABCB1 block	Rab7 wt GTP bind	Mcl1-Noxa inh	Rac1 wt modul
N#Cc1ccsc1NC(=O)CN1CCN(S(=O)(=O)c2cc(Cl)ccc2Cl)CC1	95.0	97.0	-12.6	9.6	100.0	11	97.0	3.1	97.0	29.8	102.0
CCOCCCNC(=O)CS(=O)(=O)Cc1nc(-c2cccc(OC)c2)oc1C	102.0	105.0	-7.4	2.2	106.0	11	105.0	0.4	103.0	15.6	104.0
CCCCc1ccc(-c2ccc(C)cc2O)nc1	102.0	108.0	·	1.9	106.0	10	106.0	0.4	103.0	-81.0	104.0
Cc1nn2c3ccccc3n(CCN3CCCCC3)c2nc1=O	98.0	99.0	18.4	-0.1	99.0	5	100.0	0.9	99.0	-20.9	104.0
N#Cc1nc(COc2ccccc2)oc1NCCN1CCOCC1	97.0	96.0	6.4	0.8	100.0	20	97.0	0.4	102.0	-14.5	100.0
CCOC(=O)C1CCCN(c2ncnc3c2cnn3-c2ccc(OC)cc2)C1 (stereo unspecified)	98.0	95.0	-12.8	6.6	97.0	36	97.0	1.2	96.0	-2.5	95.0
COc1ccc(/C=C/c2ccc(=O)n(Cc3ccccc3)n2)cc1	95.0	95.0	10.8	14.9	96.0	8	96.0	-2.7	95.0	6.3	98.0
CCCNC(=O)C(=O)NCC1CCCN1CC (stereo unspecified)	97.0	100.0	21.2	-0.7	100.0	11	99.0	0.0	108.0	-11.2	101.0
O=C(Cn1c(-c2ccccc2)noc1=O)Nc1ccc(S(=O)(=O)N2CCOCC2)cc1	100.0	104.0	·	1.4	103.0	9	106.0	0.1	105.0	6.7	109.0
O=C(CN1CCOCC1)N1CCN(c2ccc([N+](=O)[O-])cc2)CC1	96.0	100.0	-21.8	12.4	98.0	10	97.0	0.2	97.0	4.7	100.0
CC(C)CN(C(=O)CN1CCC(C)CC1)c1c(N)n(CC(C)C)c(=O)[nH]c1=O	95.0	93.0	22.3	2.1	94.0	9	93.0	-0.1	94.0	-8.8	93.0
COc1ccc2nc(Nc3nc(C)c(CCC(C)C)c(=O)[nH]3)nc(C)c2c1	94.0	91.0	·	5.2	93.0	15	92.0	1.0	96.0	8.7	95.0
CN1\C(=C/C=C/C=C/C=[N+](C)C)C(C)(C)c2ccccc21	98.0	105.0	-6.3	0.0	103.0	8	101.0	0.8	108.0	-246.8	105.0
CCNC(=O)N1c2ccccc2Sc2ccccc21	99.0	94.0	-0.1	0.7	99.0	8	96.0	0.7	94.0	-2.1	99.0
COc1ccc(OC)c(NC(=O)CCN2CCCCCC2)c1	97.0	96.0	7.3	1.5	97.0	40	99.0	0.3	100.0	24.9	102.0

A draw from above in order of count of non-hydrogen atoms, largest number first:
SMILES	Rac1 act GTP bind	Rab2 wt GTP	Pf gametocyte	ABCG2 block	Cdc42 wt	Avidin fluor	HRas wt GTP bind	ABCB1 block	Rab7 wt GTP bind	Mcl1-Noxa inh	Rac1 wt modul
COc1ccc2nc(Nc3nc(C)c(CCC(C)C)c(=O)[nH]3)nc(C)c2c1	94.0	91.0	·	5.2	93.0	15	92.0	1.0	96.0	8.7	95.0
COc1ccc(/C=C/c2ccc(=O)n(Cc3ccccc3)n2)cc1	95.0	95.0	10.8	14.9	96.0	8	96.0	-2.7	95.0	6.3	98.0
Cc1nn2c3ccccc3n(CCN3CCCCC3)c2nc1=O	98.0	99.0	18.4	-0.1	99.0	5	100.0	0.9	99.0	-20.9	104.0
COc1ccc(OC)c(NC(=O)CCN2CCCCCC2)c1	97.0	96.0	7.3	1.5	97.0	40	99.0	0.3	100.0	24.9	102.0
CCNC(=O)N1c2ccccc2Sc2ccccc21	99.0	94.0	-0.1	0.7	99.0	8	96.0	0.7	94.0	-2.1	99.0
CCCNC(=O)C(=O)NCC1CCCN1CC (stereo unspecified)	97.0	100.0	21.2	-0.7	100.0	11	99.0	0.0	108.0	-11.2	101.0

Next part
SMILES	Rac1 act GTP bind	Rab2 wt GTP	Pf gametocyte	ABCG2 block	Cdc42 wt	Avidin fluor	HRas wt GTP bind	ABCB1 block	Rab7 wt GTP bind	Mcl1-Noxa inh	Rac1 wt modul
O=C(NCc1ccc2c(c1)OCO2)C1CCCN1C(=O)Nc1cccc(Cl)c1 (stereo unspecified)	97.0	98.0	-7.6	-0.1	100.0	5	99.0	0.1	100.0	1.4	100.0
CC1CCN(C(=O)CSc2nc3cccnc3n2C)CC1	99.0	98.0	·	3.3	99.0	29	101.0	0.8	98.0	5.0	99.0
Cc1ccc(-c2nc3ncccn3c2NC2CCCCC2)o1	102.0	103.0	8.3	5.9	104.0	38	104.0	0.8	101.0	9.2	103.0
O=S(=O)(c1ccc2nc(-c3ccccc3)[nH]c2c1)N1CCN(c2ccc(Cl)cc2)CC1	96.0	95.0	8.1	-2.0	92.0	5	94.0	-0.8	95.0	2.2	94.0
C=CCc1ccccc1OCCNCCCOC	102.0	105.0	16.7	-0.4	106.0	5	106.0	0.2	110.0	18.3	106.0
C=C1C(=O)O[C@H]2C1CC[C@@](C)(O)C13C=CC(C)(C21)C1(C3)C(=O)O[C@@H]2C3C(C)=CCC3[C@](C)(O)C[C@H](OC(C)=O)C21 (stereo partly specified)	101.0	100.0	23.7	-1.7	99.0	11	101.0	-0.1	98.0	1.1	103.0
CCOCCCNC(=O)NC(=O)CN1CCN(S(=O)(=O)c2ccc3c(c2)OCCO3)CC1	95.0	99.0	19.6	0.7	92.0	10	96.0	0.1	105.0	-9.2	91.0
CCc1nc(NCc2ccccn2)c2oc3ccccc3c2n1	100.0	95.0	·	3.2	105.0	20	101.0	0.6	95.0	8.0	108.0
CC(=O)c1sc2nc(C)cc(C)c2c1N	95.0	95.0	-11.5	8.2	98.0	8	98.0	0.8	93.0	10.6	96.0
CCCCNC(=O)c1ccccc1Cl	100.0	98.0	20.4	0.8	102.0	9	100.0	0.3	97.0	11.3	101.0
CCCc1nc2ccc(NC(=O)c3ccco3)cc2c(=O)n1Cc1ccccc1Cl	98.0	97.0	·	0.1	97.0	16	100.0	0.1	96.0	25.1	102.0
COc1c2ccoc2nc2c(OC)c(OCC(O)C(C)(C)O)ccc12 (stereo unspecified)	99.0	103.0	12.1	6.2	106.0	8	101.0	0.2	99.0	17.4	102.0
Cc1cc(N2CC(C(=O)NCc3cccs3)CC2=O)ccc1C(C)C (stereo unspecified)	99.0	101.0	·	2.2	101.0	6	102.0	0.2	100.0	-3.3	103.0
Cc1ccc(OCC(=O)c2cc(C)n(Cc3cccs3)c2C)c([N+](=O)[O-])n1	95.0	96.0	9.9	35.9	96.0	9	95.0	1.9	93.0	7.0	97.0
CC(=O)N(Cc1ccccc1)Cc1cn(CCC#N)nc1-c1cccc([N+](=O)[O-])c1	95.0	97.0	-12.2	13.1	98.0	13	99.0	1.1	102.0	13.0	101.0
Cc1ccc(-c2nnc(Nc3ccccc3)o2)cc1	?	?	9.2	1.8	?	17	?	0.1	?	36.7	?
O=C(CN1C(=O)c2ccccc2S1(=O)=O)NC1CC2CCC1C2 (stereo unspecified)	99.0	100.0	·	3.8	103.0	5	100.0	1.2	101.0	-1.6	104.0
COc1ccc(S(=O)(=O)Nc2ccc3c(c2)COC3=O)cc1OC	100.0	99.0	11.2	1.0	100.0	7	99.0	0.2	102.0	13.3	105.0
CN(C)C(=S)NCc1ccccc1	102.0	109.0	0.3	0.3	108.0	9	108.0	0.1	103.0	3.1	105.0
CC(=O)N1CCc2cc(S(=O)(=O)NCCCN3CCN(Cc4ccccc4)CC3)ccc21	97.0	100.0	·	1.4	97.0	14	100.0	0.8	102.0	1.3	98.0
CCOc1ccc(NC(=O)C(=O)NCC2CCCN2CC)cc1 (stereo unspecified)	97.0	100.0	·	7.6	101.0	7	99.0	2.1	105.0	9.6	102.0
N=C1/C(=C\c2ccc(OCc3ccccc3)cc2)C(=O)N=C2SC(N3CCCC3)=NN12	87.0	89.0	·	-3.9	88.0	6	91.0	-1.7	92.0	25.7	92.0
COC(=O)c1c(Cl)c2n3ccccc3c(C)c(-c3ccccc3)c-2c1C(=O)OC	99.0	96.0	-24.1	-5.2	99.0	-1	98.0	-0.6	102.0	11.1	99.0
O=C(CN(Cc1cccs1)C(=O)c1csnn1)NC1CCCC1	101.0	104.0	·	3.8	101.0	16	101.0	1.1	100.0	-7.5	101.0
CCNc1nc(Oc2ccc(F)cc2)cc(C(F)(F)F)n1	93.0	96.0	16.7	0.1	91.0	10	96.0	0.3	98.0	12.4	94.0
Cn1c(Cn2cnc([N+](=O)[O-])n2)nnc1SCC(=O)Nc1ccc(Br)cc1	97.0	97.0	11.5	0.9	96.0	19	96.0	-0.1	100.0	5.1	99.0
CCOc1ccc(N2C(=O)CC(N3CCN(C(=O)c4ccco4)CC3)C2=O)cc1 (stereo unspecified)	104.0	98.0	·	1.6	106.0	7	102.0	0.4	98.0	-7.7	109.0
O=C(Cn1nnc(-c2ccccc2)n1)NCc1cccs1	94.0	98.0	·	2.0	101.0	14	99.0	0.5	97.0	1.0	99.0
CC(c1ccco1)N(C(=O)Nc1ccc(Cl)cc1)c1ccccn1 (stereo unspecified)	98.0	97.0	·	4.3	95.0	8	98.0	0.6	96.0	0.6	99.0
